Source: PubChem BioAssay
AMA1-RON2 inh: qHTS for Inhibitors of AMA1-RON; Towards Development of Antimalarial Drug Lead: Primary Screen; AlphaScreen AMA1-biotinylated RON2 peptide binding; AID 720542, 2013; Potency, µM (top dose mostly 58.2 µM), without a hit: at the highest dose activity change, negative = inhibition, most hits filed as inhibitors; Plasmodium falciparum AMA1 (3D7) - RON2 peptide interaction; actives 0.2% (n = 360,000);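 also: potency is read from the fitted curve at half-maximal effect; 0% = vehicle wells and -100% = peptide control; nearly all actives have a fitted effect of over 45% in size; some results filed as inactive show a strong effect at the top dose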
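AMA1 (3D7) with his tag at 25 nM final met compounds first, then biotinylated RON2 peptide at 25 nM; detection used donor plus acceptor beads, 10 µg/mL apiece, read by AlphaScreen after 30 min at room temperature.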
AmpC inh detg: qHTS Inhibitors of AmpC Beta-Lactamase (assay with detergent) | actives 0.041% (n = 370,000) | Potency, µM (highest dose often 114 µM), without a hit: top-dose activity change, negative = inhibition, usual class: inhibitors | AmpC hydrolysis of nitrocefin, absorbance 480 nm, 0.01% Triton | AID 485294, 2010;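 also: potency is read from the fitted curve at half-maximal effect; 0% = no-compound wells and -100% = no-enzyme wells; nearly all actives have a fitted effect of over 25% in size; some results filed as inactive show a strong effect at the top dose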
Target sequence (P00811 whole entry, looked up): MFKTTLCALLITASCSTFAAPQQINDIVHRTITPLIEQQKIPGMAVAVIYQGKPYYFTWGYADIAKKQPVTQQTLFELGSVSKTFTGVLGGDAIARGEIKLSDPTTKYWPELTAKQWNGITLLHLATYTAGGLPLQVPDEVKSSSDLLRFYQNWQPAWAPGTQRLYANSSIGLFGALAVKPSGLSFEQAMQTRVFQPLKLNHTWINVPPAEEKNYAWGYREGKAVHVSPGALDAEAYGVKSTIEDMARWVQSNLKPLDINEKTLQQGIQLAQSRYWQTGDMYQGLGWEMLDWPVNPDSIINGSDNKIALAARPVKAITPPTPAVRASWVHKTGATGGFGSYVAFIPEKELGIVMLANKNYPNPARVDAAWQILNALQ
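20 mM phosphate pH 7.0 + 0.01% (detergent screen) or 0.0001% Triton X-100; 5.3 nM AmpC reagent; cpd preinc 15 min RT; nitrocefin (800 uM stock) to start; A480 q20 s × 4 min; Activity was normalised to no-enzyme and no-compound control wells.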
Shiga toxin inh: A qHTS for Small Molecule Inhibitors of Shiga Toxin. Vero cells, Shiga toxin protein synthesis inhibition reporter. inhibition, % at 38.7 µM. actives 9.2% (n = 290,000); in the data active = inhibition mostly above about 28%, no sharp cut-off; inactive = mostly below about 43%; also: 0% is about no effect
AmpC inh no detg: qHTS Inhibitors of AmpC Beta-Lactamase (assay without detergent); P00811; AID 485341, 2010; Potency, µM (top dose mostly 57.1 µM), without a hit: top-dose activity change, negative = inhibition, hits mostly inhibitors; AmpC nitrocefin hydrolysis, absorbance 480 nm, 0.0001% Triton; actives 0.52% (n = 330,000);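 also: potency is read from the fitted curve at half-maximal effect; plate controls were no compound for no effect and no enzyme for full effect; nearly all actives have a fitted effect of over 20% in size; some results filed as inactive show a strong effect at the top dose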
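AmpC (5.3 nM in the dispensed reagent) in 20 mM phosphate pH 7.0 with 0.01% (detergent screen) or 0.0001% Triton X-100 was preincubated with compounds for 15 min at room temperature. Nitrocefin was then added from an 800 uM solution, and hydrolysis was followed at 480 nm.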
HCMV inh: qHTS Assay for inhibitors of the human cytomegalovirus (HCMV) | actives 4.5% (n = 410,000) | activity change, negative = inhibition, % at 57.5 µM | HFF cells, HCMV-luciferase reporter, 72 h; hits give low values; in the data active = activity change below about -60%; inconclusive = no clear call, values can overlap the other calls; inactive = above about -39%; also: % is scaled to controls: 0 for no effect and ±100 for the full control effect
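Human foreskin fibroblasts infected with luciferase-reporter HCMV at MOI 1 PFU/cell, compounds at two doses. Luciferase measured 72 h post infection; normalized to buffer-only basal and Salinomycin (10uM) controls.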
FBPA Giardia inh: qHTS Assay for Inhibitors of Fructose-1,6-bisphosphate Aldolase from Giardia Lamblia | A8B2U2 | purified Giardia FBPA | Potency, µM (doses to about 59.6 µM), for the others: at the highest dose activity, negative = inhibition, most hits filed as inhibitors | actives 0.71% (n = 290,000); also: potency is read from the fitted curve at half-maximal effect; % is scaled to controls: 0 for no effect and ±100 for the full control effect; nearly all actives have a fitted effect of over 55% in size
Target sequence (A8B2U2 whole entry, looked up): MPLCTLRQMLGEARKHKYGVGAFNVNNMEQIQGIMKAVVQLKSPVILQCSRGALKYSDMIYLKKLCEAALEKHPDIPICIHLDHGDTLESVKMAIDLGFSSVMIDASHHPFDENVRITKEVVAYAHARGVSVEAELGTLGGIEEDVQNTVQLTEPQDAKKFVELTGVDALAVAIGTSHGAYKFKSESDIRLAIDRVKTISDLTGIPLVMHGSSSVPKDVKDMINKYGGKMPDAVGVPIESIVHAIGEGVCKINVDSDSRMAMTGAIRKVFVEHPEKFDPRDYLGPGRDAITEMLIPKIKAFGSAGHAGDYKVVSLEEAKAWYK
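Giardia FBPA (40 nM reagent) was preincubated 10 min at RT with compound (up to 57.5 uM final), then substrate plus GAPDH/TPI/NAD/arsenate coupling system with diaphorase/resazurin was added; resorufin fluorescence (525/598 nm) was read after 20 min.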
Cycloheximide cs: Cycloheximide Counterscreen for Small Molecule Inhibitors of Shiga Toxin. cell reporter, cycloheximide protein synthesis inhibition counterscreen. max response, %. actives 12% (n = 300,000). AID 2314, 2010; in the data active = max response mostly above about 13%, no sharp cut-off; inactive = mostly below about 14%; also: read at 38.3 µM for the half of the compounds with a filed dose; 0% is about no effect
Numbers without * were called inactive; i = inactive; ? = inconclusive; . = not tested or not shown; & = joins results of further samples; [ ] = another dose, or the depositor's remark. Unless noted, calls follow the shape of the dose curve; as a rule, active = well fitted curve in the direction sought with a large enough effect; inconclusive = small, poorly fitted or top-dose-only effect, or another doubt; inactive = no such curve, though single readings can be large; an effect the other way counts as inactive or inconclusive.

SMILES	AMA1-RON2 inh	AmpC inh detg	Shiga toxin inh	AmpC inh no detg	HCMV inh	FBPA Giardia inh	Cycloheximide cs
CCOC(=O)CC(=O)c1cc(OC)c(OC)c(OC)c1	17%	0%	-8	70%[activator]	10	13%	-1
CCC1(CC)Cc2ccccc2C(C2=C(O)CC(C)(C)CC2=O)=N1	-7%[11.6 µM]	-6%	-9	-18%	-11	1%	-2
Cc1cc(NC(=O)C(C)SCC(=O)Nc2ccccc2C(C)(C)C)no1 (stereo not given)	15%	-8%	.	-29%	?	.	.
CC(C)CCN(C(=S)Nc1cccc(F)c1)C1CCN(C(C)C)CC1	4%	5%	-14	-3%	-32	-4%	-3
CCc1ccc(-c2cc(C)no2)cc1S(=O)(=O)Nc1cc(C)ccn1	8%	0%	-2	98%[activator]	-24	.	-8
COc1ccc(OC)c(C2C(C(=O)c3ccc(C)o3)=C(O)C(=O)N2CCN2CCOCC2)c1 (stereo not given)	4%	-1%	1	13%	-32	.	1
CC(=O)Nc1nc(COc2ccc3ccccc3c2)cs1	3%	-14%	97*	-17%	8	-14%	52*
Cc1ccc(C)c(S(=O)(=O)N2CCCOC2CNC(=O)C(=O)NCCN2CCOCC2)c1 (stereo not given)	9%	2%	-2	86%[activator]	-4	.	4
CCC(=O)N1CCc2cc(S(=O)(=O)CCC(=O)N3CCN(c4ccccc4F)CC3)ccc21	1%	-3%&-3%	0	77%[activator]	?	.	3
O=C(Cc1nc2ccccc2[nH]1)c1ccc(Br)cc1	52%[activator]	3%	76*	-34%	0	-1%	28*
Cc1cc(C)n(-c2ncc3c(n2)N(CCO)CCOC3=O)n1	126%[activator]	-6%	1	-10%	13	?	-1
CN(c1ccccc1)S(=O)(=O)c1cccc(NC(=O)COc2cccc([N+](=O)[O-])c2)c1	-2%[11.6 µM]	9%	.	-21%	?	.	.
COc1cc(/C=C2/NC(=O)N(CC(=O)Nc3cccc(C)c3)C2=O)ccc1OCC(N)=O	-15%	2%	-13	13%	-22	4%	-3
C[C@H](C(=O)OCO/N=[N+](\[O-])N1CCCC1)c1cccc2ccccc12	.	.	15	.	.	?	14
Cn1c(=O)c2nc(NCc3ccccc3)cnc2n(C)c1=O	14%	-18%	-6	-6%	?	0%	-5
COc1ccccc1C1CC(=O)Nc2c1c(=O)n(C)c(=O)n2C (stereo not given)	4%	?	4	1%	-5	-7%	-3
O=[N+]([O-])c1ccc(O)c(/C=N/Nc2ccccc2Cl)c1	5%	2%	69*	-41%	-10	5%	40*
CCOc1cc(C=C2C(=O)NC(=O)NC2=O)cc([N+](=O)[O-])c1O	.	-7%	-23	-11%	-28	?	-3
O=C(CNS(=O)(=O)c1ccc2c(c1)OCCCO2)N1CCN(Cc2ccccc2)CC1	-7%	-5%	.	26%	9	.	.
Cc1ccc(S(=O)(=O)Nc2nnc(C3CCCCC3)s2)cc1	-8%	-1%	19	-30%	-34	11%	5
COc1ccccc1N1C(=S)NC2CS(=O)(=O)CC21 (stereo not given)	12%	-5%	-6	-10%	64	3%	-3
FC(F)(F)c1ccc(CNCCc2ccc3c(c2)OCO3)cc1	0%	-6%	-10	-11%	15	?	0
O=C(O)C1C2CCC(O2)C1C(=O)NCc1ccccc1Br (stereo not given)	-3%	-2%	-9	-7%	-17	2%	0
CC(C)(C)C(=O)NC1(C(F)(F)F)NC(=O)N(CCc2ccccc2)C1=O (stereo not given)	13%	-11%	18	-6%	-8	2%	6
COc1cccc(CN(C(=O)COc2ccc(C)cc2)C2CCS(=O)(=O)C2)c1 (stereo not given)	-1%	-3%	-4	56%	38	.	-10
Cc1ccc(C)c(NC(=O)Cc2coc3cc4c(cc23)CCC4)c1	10%	?	-11	-22%	-1	3%	-2
CC1CCN(c2nc(NCc3ccco3)nc(N)c2[N+](=O)[O-])CC1	-8%	-7%	13	-23%	-17	5%	-3
CC1=NCCN1CCNC(=O)Nc1cc(C)cc(C)c1	3%	7%	17	-5%	-24	0%	7
CC(C)(C)c1ccc(C(=O)N2CCNCC2)cc1	1%	1%	-8	-19%	11	-10%	11
NC(=O)C1CCN(c2nc3c(S(=O)(=O)c4ccccc4)nnn3c3ccccc23)CC1	-2%	4%	5	17%	12	.	-4
O=C(COC(=O)c1ccccc1OCc1ccc(F)cc1)NCC1CCCO1 (stereo not given)	12%	-3%	.	46%	-11	.	.
CC1(C(=O)NCc2ccc(Cl)c(Cl)c2)Oc2ccccc2NC1=O (stereo not given)	-7%	-13%	-7	-1%	?	-3%	-5
CCOc1ccc(N2CC(C(=O)Nc3nnc(Cc4ccc(OC)cc4)s3)CC2=O)cc1 (stereo not given)	-2%	-2%	-3	3%	32	2%	5
Clc1ccccc1CSc1cc2c(nn1)-c1ccccc1CC2	6%	-2%	165*	?	199	1%	42*
CCOC(=O)c1nn(-c2ccc(F)cc2)c2c1CC/C2=C/c1ccccc1	0%	-2%	-14	-19%	?	-2%	-5
CN(C)C(CNC(=O)c1ccc(S(=O)(=O)N(C)C)cc1)Cc1ccccc1 (stereo not given)	13%	-8%	-12	9%	-16	2%	7
CCCCCn1c(=O)c(C(=O)Nc2ccccc2S(N)(=O)=O)c(O)c2ccccc21	69%[activator]	-6%	84*	-5%	-101*	-6%	17*
CCN(C(=O)COC(=O)c1n[nH]c2ccccc12)C1CCS(=O)(=O)C1 (stereo not given)	9%	-1%	-8	-17%	?	-5%	-2
Cc1cccc(-n2c(SCC(N)=O)nnc2-c2ccco2)c1	-4%	?	2	-7%	13	6%	1
C#CCOCCOCCOCCNc1nc(N2CCN(C(=O)CCCCCCCCCCNC(=O)[C@H](CCCCN)n3cc(CCO)nn3)CC2)nc(N2CCN(C(=O)CCCCCCCCCCNC(=O)[C@H](CCCN=C(N)N)n3cc(C[C@@H](C)CC)nn3)CC2)n1	?	7%	.	310%[activator]	.	.	.

Compound profiles, as listed above. Screens in order: AMA1-RON2 inh	AmpC inh detg	Shiga toxin inh	AmpC inh no detg	HCMV inh	FBPA Giardia inh	Cycloheximide cs
Results for CCOC(=O)c1nn(-c2ccc(F)cc2)c2c1CC/C2=C/c1ccccc1 : 0%	-2%	-14	-19%	?	-2%	-5
Results for CC1(C(=O)NCc2ccc(Cl)c(Cl)c2)Oc2ccccc2NC1=O (stereo not given) : -7%	-13%	-7	-1%	?	-3%	-5

Next part
SMILES	AMA1-RON2 inh	AmpC inh detg	Shiga toxin inh	AmpC inh no detg	HCMV inh	FBPA Giardia inh	Cycloheximide cs
CCC(=O)N(Cc1ccco1)c1nc(C(=O)Nc2ccc(Cl)cc2)c(C)s1	12%	-12%	54*	-37%	165	-7%	33*
CC(C)N1CCN(Cc2cccc(-c3ccco3)c2)CC1CCO (stereo not given)	-20%	2%	-14	-21%	?	-24%	-2
O=C(Nc1ccc(N=Nc2ccccc2)cc1)c1ccc(Cl)cc1Cl	3%	-14%	-11	-22%	-19	7%	0
C=CCN1C(=O)C(Cc2ccc(OCC)cc2)SC1=Nc1ccc(C(=O)O)cc1 (stereo not given)	1%	-13%	-8	-30%	11	14%	10
Cc1ccc(NS(=O)(=O)c2ccc3c(c2)n(C)c(=O)n3C)cc1C	3%	?	26	39%	26&-22	7%	2
Cn1nnnc1SCCNC(=O)C1CCC(=O)N(CCc2cccc(F)c2)C1 (stereo not given)	8%	-3%	-7	-7%	0	-6%	23
COC(=O)COc1cccc(/C=N/NC(=O)CCSc2ccccc2)c1	5%	4%	-11	-11%	-26	-8%	2
COc1ccccc1-c1c(NC(=O)c2ccco2)n(-c2ccccc2)nc(C)c1=O	.	?	-5	-7%	40	6%	0
COC(=O)C1CCCCN1C(=O)c1ccc2oc(C(C)C)nc2c1 (stereo not given)	1%	1%	57*	73%[activator]	.	-8%	27*
O=C(O)CSc1nnc(-c2ccncc2)n1-c1ccc(Cl)cc1	?	-1%	-8	-16%	-15	?	-5

Structures above with bromine:
SMILES	AMA1-RON2 inh	AmpC inh detg	Shiga toxin inh	AmpC inh no detg	HCMV inh	FBPA Giardia inh	Cycloheximide cs
O=C(Cc1nc2ccccc2[nH]1)c1ccc(Br)cc1	52%[activator]	3%	76*	-34%	0	-1%	28*
O=C(O)C1C2CCC(O2)C1C(=O)NCc1ccccc1Br (stereo not given)	-3%	-2%	-9	-7%	-17	2%	0

Other structures follow:
SMILES	AMA1-RON2 inh	AmpC inh detg	Shiga toxin inh	AmpC inh no detg	HCMV inh	FBPA Giardia inh	Cycloheximide cs
O=C(CSc1nnc(Cn2c(=O)sc3ccccc32)n1-c1ccccc1)Nc1nccs1	-9%	1%	8	-12%	-15	-1%	9
O=C(CN(C(=O)CCC(=O)Nc1nccs1)C1CCCC1)NCc1ccc2c(c1)OCO2	-4%	-16%	-12	-24%	-32	0%	3
CCOC(=O)[C@H]1[C@H]2COc3ccc(Cl)cc3[C@@H]2N2C(=O)CNC(=O)[C@@]12C	1%	-1%	.	-5%	-6	.	.
COc1cc(C(CCN2CCOCC2)c2c(OC)cc(OC)c3c(-c4ccccc4)cc(=O)oc23)cc(OC)c1OC (stereo not given)	-26%	.	i	187%[activator]	-22	-13%	-3
C=CCOc1ccccc1/C=N/NC(=O)Cc1ccc(C)cc1	33%[activator]	-1%	6	-26%	2	3%	9
CCCc1nnc(SCC(=O)Nc2cccc(Cl)c2Cl)o1	-2%	-12%	-5	-15%	-15	-2%	-3
COc1ccccc1NC(=O)N1CCN(C)CC1	-21%	3%	1	-23%	?	-21%	-3
O=C(Nc1cc(S(=O)(=O)N2CCCC2)ccc1OCC(F)(F)F)c1ccc(F)cc1	5%	-1%	5	1%	11	3%	-3
Cc1c(C(=O)NCCCN2CCCC2=O)oc2ccccc12	-2%	1%	72*	-7%	18	-2%	27*
CCn1c(=O)n(CC)c2cc([N+](=O)[O-])ccc21	14%	1%	-9	4%	36	3%	-4
O=C(NCc1ccco1)C1CCCN1C(=O)Nc1ccc(Cl)cc1 (stereo not given)	-1%	-11%	-3	-20%	-27	4%	-1
CCc1ccc(N(CC(=O)Nc2sc3c(c2C(=O)OC)CCCC3)S(C)(=O)=O)cc1	5%	-2%	14	-3%	40	-2%	-2
COc1ccc(/C(C)=N/Nc2ccccc2Cl)c(O)c1	11%	5%	48*	-21%	0	-6%	37*
c1ccc2[nH]c(CN3CCCCC3)nc2c1	-3%	3%	-5	-12%	96	4%	2
Cc1ccc(NC(=O)C(Nc2ccccc2)c2ccccc2)cc1 (stereo not given)	-10%	-8%	-11	-29%	-22	1%	1
C/C(=N/NC(=O)c1ccco1)c1ccc(Br)s1	27%	-14%	35*	-12%	?	.	26*
CN(C)c1ncc(S(=O)(=O)c2ccc(Cl)cc2)c(-c2ccc(Cl)cc2Cl)n1	1%	-1%	-11	-31%	?	0%	-4
